Assay outcomes (PubChem BioAssay)
H37Rv inhibition: M. tuberculosis growth inhibition, HTS (AID 449762); M. tuberculosis H37Rv growth inhibition, 7H9 media; higher % means a stronger effect; inhibition, % at 25 µM; hits with a dose series show IC50 in µM; 0.59% of 330,000 active; in the data active = a potency from the dose series; inconclusive = inhibition above about 70% without an active follow-up result;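 also: bacterial growth assessed after seven days of incubation; strong numbers were not always called active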
PhoP GFP inhibition: Inhibition of PhoP regulon, Salmonella typhi GFP reporter cells, confirmation, 4 h (AID 1850); Salmonella Typhi PhoP-promoter GFP reporter, fluorescence, 4 h; higher % means a stronger effect; inhibition, % at 50 µM, or IC50 in µM where a hit was titrated; 0.33% of 310,000 active; in the data active = a potency from the dose series; inconclusive = inhibition mostly from about 25% at the one dose, without a potency; inactive = the rest, 99 in 100 with inhibition below about 19%;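 also: 0% = induced wells with vehicle and 100% = uninduced wells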
H1N1 NS1A inhibition: H1N1 influenza NS1A inhibitors, functional cell based assay (AID 504329). NS1A functional cell-based assay, percent inhibition; higher % means a stronger effect. inhibition, % at 12.5 µM, or IC50 in µM where a hit was titrated. 0.3% of 340,000 active; in the data active = a potency from the dose series; inconclusive = inhibition above about 27% without an active follow-up result; also: strong numbers were not always called active
VEEV TC-83 Vero: inhibitors of VEEV TC-83 cytopathic effect, confirmation, Vero cells (AID 588727). Vero cells, VEEV TC-83 cytopathic effect inhibition; higher % means a stronger effect. inhibition, % at 20 µM; hits with a dose series show IC50 in µM. 0.13% of 350,000 active; in the data active = a potency from the dose series; inconclusive = inhibition mostly from about 14% at the one dose, without a potency; inactive = the rest, 99 in 100 with inhibition below about 12%; also: strong numbers were not always called active
M. tuberculosis: growth inhibition of non-replicating M. tuberculosis (AID 488890). Mycobacterium tuberculosis non-replicating, growth inhibition; higher % means a stronger effect. inhibition, % at 25 µM, or IC50 in µM where a hit was titrated. 0.39% of 320,000 active; in the data active = a potency from the dose series; inconclusive = inhibition mostly from about 82% at the one dose, without a potency; inactive = the rest, 99 in 100 with inhibition below about 76%;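 also: plate controls were DMSO cells for no effect and high antibiotic wells for full effect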
* hit, by the source's call; i = inactive; ? = inconclusive; / = no result given.

1. Cc1nc2c(o1)C(=O)c1ccccc1C2=Nc1ccccc1
2. COCCN1Cc2cccc(C(=O)Nc3cc(C)cc(C)c3)c2C1=O
3. CC1Oc2ccccc2N(Cc2cccc(F)c2)C1=O (stereo not drawn)
4. O=C(CCn1c(=S)oc2ccccc21)NC1CCCCCCC1
5. COc1ccc(C(=O)C2CCN(CC(=O)Nc3cc(C)cc(C)c3)CC2)cc1
6. C#CCOCCOCCOCCNc1nc(N2CCN(C(=O)[C@H]([C@@H](C)CC)n3cc(CCCN=C(N)N)nn3)CC2)nc(N2CCN(C(=O)[C@H](CCCCN)n3cc(CCC(=O)O)nn3)CC2)n1
entry no.,1,2,3,4,5,6
H37Rv inhibition,/,5%,2%,-7%,3%,1%
PhoP GFP inhibition,/,5%,-5%,4%,64%,-1%
H1N1 NS1A inhibition,16%,-3%,-1%,-13%,8%,1%
VEEV TC-83 Vero,i,8.9%,1.6%,2.4%,i,i
M. tuberculosis,/,-2%,21%,-7%,20%,12%

7. CC(=O)N1CCN(c2ccccc2NC(=S)NC(=O)c2cc3ccccc3o2)CC1
8. O=C(O)c1ccc(NC(CSCc2ccc(F)cc2)C(=O)O)c([N+](=O)[O-])c1 (stereo not drawn)
9. CCCCN(C)C(=O)C1CCN(c2ccc(S(=O)(=O)N3CCOCC3)cc2[N+](=O)[O-])CC1
10. O=C1c2ccccc2/C(=C\c2ccc(Br)s2)N1c1ccccc1
11. CCCC[C@@H]1CN=C(N)N1CCc1cc(C(F)(F)F)cc(C(F)(F)F)c1
12. CCOC(=O)c1cnn(-c2ccccc2)c1NC(=O)c1cccs1
entry no.,7,8,9,10,11,12
H37Rv inhibition,-5%,3%,-2%,3%,5%,-7%
PhoP GFP inhibition,1%,-3%,-2%,/,11%,-8%
H1N1 NS1A inhibition,2%,3%,-2%,-9%,10%,-11%
VEEV TC-83 Vero,6.9%,0.6%,3.0%,0.5%,i,i
M. tuberculosis,12%,2%,12%,38%,?,-2%

13. COC(=O)c1c(N2C(=O)CCC2=O)sc2c1CCCC2
14. CCCCNc1cc(C)nc(N2CCOCC2)n1
15. OC(c1ccccc1)(c1ccccc1)c1ccncc1
16. C[C@H](NC(=O)NCc1cccs1)C(=O)O
17. N#Cc1nc(COc2ccc(-c3ccccc3)cc2)oc1NCCCN1CCOCC1
18. OC(c1ccccc1)c1nc2ccccc2[nH]1 (stereo not drawn)
entry no.,13,14,15,16,17,18
H37Rv inhibition,-9%,1%,-5%,-3%,?,-1%
PhoP GFP inhibition,-15%,-3%,-5%,-5%,-12%,4%
H1N1 NS1A inhibition,7%,-3%,3%,3%,-5%,-1%
VEEV TC-83 Vero,i,0.1%,0.9%,1.4%,2.2%,1.1%
M. tuberculosis,-17%,5%,-6%,-4%,?,19%

19. O=C(c1ccccc1)N1CCCC(C(=O)N2CCN(c3ccccc3)CC2)C1 (stereo not drawn)
20. O=c1cc(CSc2nnnn2-c2ccccc2)nc2sccn12
21. Cc1nn(-c2ccccc2)c(C)c1NC(=O)Cc1cccs1
22. CC(=O)Nc1ccc(S(=O)(=O)N2CCN(c3cc(C)ccc3C)CC2)cc1
23. C[C@@H]1CC[C@]2(O[C@H](CCO)C[C@H](O)[C@H]2O)O1
24. O=C(CSCC(=O)Nc1cccc2ccccc12)Nc1cccc2ccccc12
entry no.,19,20,21,22,23,24
H37Rv inhibition,4%,1%,-3%,-7%,-3%,-4%
PhoP GFP inhibition,8%,-1%,4%,-6%,-9%,5%
H1N1 NS1A inhibition,-2%,-14%,5%,5%,-14%,1%
VEEV TC-83 Vero,4.3%,4.1%,0.6%,1.1%,i,2.5%
M. tuberculosis,-6%,-7%,/,38%,-7%,22%

25. CCc1c(C)nc2cc(-c3ccc(OC)c(OC)c3)nn2c1N1CCCC1
26. OC(C#Cc1ccccc1)(c1ccccc1)c1ccccc1
27. COc1ccc(S(=O)(=O)N(C)CC(=O)NCCN2CCOCC2)cc1C
28. O=C(CCn1c(=O)c2ccccc2n(Cc2cc(=O)n3ccccc3n2)c1=O)NCc1ccco1
29. Cc1nn(C(C)C(=O)NCc2ccco2)c(=O)c2nn(-c3ccccc3)c(C)c12 (stereo not drawn)
30. O=C(CN1CCCCCC1)Nc1ccc(S(=O)(=O)N2CCCCC2)cc1
entry no.,25,26,27,28,29,30
H37Rv inhibition,?,/,7%,1%,3%,-6%
PhoP GFP inhibition,-9%,/,2%,-10%,1%,0%
H1N1 NS1A inhibition,0%,-5%,6%,-8%,9%,4%
VEEV TC-83 Vero,9.1%,3.5%,i,0.3%,0.1%,1.3%
M. tuberculosis,8%,/,-10%,-12%,9%,-6%

31. CC(C)NCC(O)COC1CCC(C(C)(C)C)CC1 (stereo not drawn)
32. CCOc1ccc(NC(=O)CC2C(=O)N(CC)C(=S)N2CCN2CCOCC2)cc1 (stereo not drawn)
33. CCOC(=O)C1=C(CN2CCSCC2)NC(=O)NC1c1ccc2c(c1)OCO2 (stereo not drawn)
34. Cc1cc(/C=C2\SC(=O)NC2=O)c(C)n1-c1ccc(N2CCOCC2)cc1
35. Cc1cc(O)c(C(C)C)cc1N=Cc1ccccc1[N+](=O)[O-]
36. Cc1ccc(OCCN2CCN(C)CC2)c([N+](=O)[O-])c1
entry no.,31,32,33,34,35,36
H37Rv inhibition,-8%,8%,-3%,1%,/,-3%
PhoP GFP inhibition,7%,-22%,7%,-3%,/,-4%
H1N1 NS1A inhibition,-11%,0%,11%,-1%,8%,-8%
VEEV TC-83 Vero,i,i,2.3%,i,3.7%,0.1%
M. tuberculosis,7%,-8%,10%,10%,/,7%

37. CCOc1ccccc1Nc1ccc(C(=O)O)cc1NC(C)=O
38. O=C(c1ccc(-c2ccc(Cl)cc2)o1)N1CCN(c2ccc([N+](=O)[O-])cc2Cl)CC1
39. O=C(c1ccccc1)N1CCCC(c2ccc(Cl)cc2)=N1
40. Cn1cc(S(=O)(=O)N2CCCC2)cc1C(=O)NCCc1ccccc1
41. O=C(O)Cc1cc(C(=O)Nc2ccc(Br)cc2)sc1-c1ccccc1
42. O=C(O)CSc1c2c(nc3cc(C(=O)NCCN4CCOCC4)ccc13)CCC2
entry no.,37,38,39,40,41,42
H37Rv inhibition,2%,?,?,-15%,-16%,-3%
PhoP GFP inhibition,2%,-7%,-8%,-11%,-4%,1%
H1N1 NS1A inhibition,-4%,8%,3%,29%,/,/
VEEV TC-83 Vero,0.2%,0.8%,i,2.3%,/,/
M. tuberculosis,-1%,61%,28%,18%,-15%,-14%

43. CCOC(=O)N1CCN(C(=O)CN2C(=O)COc3ccc(S(=O)(=O)N4CCOCC4)cc32)CC1
44. Cc1scc(C(=O)N2CCN(S(C)(=O)=O)CC2)c1-c1ccccc1
45. CC1(C)NC(=O)N(CC(=O)NNC(=O)c2ccccc2F)C1=O
46. CCOc1ccc(Nc2nc(NCC3CCCO3)c3ccccc3n2)cc1 (stereo not drawn)
47. COC(=O)C1CN(C(=O)c2cccc(OC(F)F)c2)c2ccccc2O1 (stereo not drawn)
48. CC(C)CCNc1nc2c(cc1C#N)COC(C)(C)C2
entry no.,43,44,45,46,47,48
H37Rv inhibition,-7%,-3%,-2%,?,-5%,4%
PhoP GFP inhibition,-7%,0%,/,3.3µM*,-31%,-1%
H1N1 NS1A inhibition,-5%,1%,-9%,18%,-2%,4%
VEEV TC-83 Vero,i,0.7%,0.1%,6.8%,i,i
M. tuberculosis,-4%,5%,-3%,?,17%,-8%

49. NS(=O)(=O)c1ccc(F)c(C(=O)O)c1
50. O=C(CC1C(=O)N(c2ccc(F)cc2)C(=O)N1Cc1ccccn1)Nc1ccccc1 (stereo not drawn)
51. C1CCC(Nc2nnnn2C2CCCCC2)CC1
52. COc1ccc(N(CC(=O)NCc2ccco2)S(C)(=O)=O)cc1Cl
53. CC(NC(=O)C(Cc1ccccc1)NC(=O)c1ccccc1)C(=O)O (stereo not drawn)
54. O=C(NCCOc1ccc(Cl)cc1)c1ccc2ccccc2n1
entry no.,49,50,51,52,53,54
H37Rv inhibition,3%,-1%,6%,3%,4%,?
PhoP GFP inhibition,-2%,4%,9%,-5%,3%,0%
H1N1 NS1A inhibition,13%,2%,-11%,-8%,-2%,-6%
VEEV TC-83 Vero,i,0.1%,0.5%,2.9%,0.6%,2.0%
M. tuberculosis,2%,-3%,19%,-2%,6%,66%

55. O=C(c1ccccc1)N1CCN(S(=O)(=O)N2CCCCC2)CC1
56. Cc1ccc(-c2nc(CS(=O)CC(=O)NCc3ccccc3)c(C)o2)cc1 (stereo not drawn)
57. Cc1cc(C(=O)OCC(=O)Nc2ccccc2F)c(C)n1C1CC1
58. CCOC(=O)c1c(C)[nH]c(C)c1S(=O)(=O)N(C)CC(=O)NCc1ccc(F)cc1
59. CCCNc1c(NS(=O)(=O)c2cccc(C#N)c2)c(=O)oc2ccccc12
60. CC12CC3CC(C)(C1)CC(C(=O)NCc1ccco1)(C3)C2
entry no.,55,56,57,58,59,60
H37Rv inhibition,-4%,-8%,/,2%,-2%,4%
PhoP GFP inhibition,-9%,4%,/,9%,9%,-9%
H1N1 NS1A inhibition,-3%,-24%,1%,-3%,5%,-14%
VEEV TC-83 Vero,0.6%,7.1%,8.8%,0.6%,0.6%,1.2%
M. tuberculosis,-11%,-8%,/,10%,-4%,73%

61. CC1CCN(C(=O)CCNC(=O)c2ccccc2)CC1
62. CC(=O)n1cc([C@@H]2C=C(C(=O)N3CCN(Cc4ccccc4)CC3)O[C@H](OCc3ccc(CO)cc3)C2)c2ccccc21
63. COCCCN(C(=O)c1ccccc1)c1nc(-c2ccc(OC)cc2)cs1
64. O=C(NCc1nnnn1-c1cccc(F)c1)c1ccc(S(=O)(=O)N2CCOCC2)cc1
65. COc1ccccc1C(=O)Nc1nnc(S(=O)(=O)N2CCC(C)CC2)s1
66. CCCCN(CC)CCCNC(=O)c1cn(CC(C)C)c(=O)c2c1c1ccccc1n2C
entry no.,61,62,63,64,65,66
H37Rv inhibition,-10%,12%,46%,-5%,4%,18%
PhoP GFP inhibition,-5%,3%,2%,-1%,-3%,-6%
H1N1 NS1A inhibition,0%,7%,-5%,5%,2%,7%
VEEV TC-83 Vero,2.8%,4.0%,3.9%,0.2%,3.3%,0.3%
M. tuberculosis,-3%,24%,1%,-9%,-4%,42%

67. CCOC(=O)C1(CC2CCCCO2)CCN(C(=O)Nc2ccccc2)CC1 (stereo not drawn)
68. CC(C)(C)/C(COc1ccccc1[N+](=O)[O-])=N/O
69. CC1CCCN(C(=O)COC(=O)C2CCN(S(=O)(=O)c3ccc(Cl)c(C(F)(F)F)c3)CC2)C1 (stereo not drawn)
70. O=C(c1cc(S(=O)(=O)N2CCOCC2)ccc1F)N1CCCc2ccccc21
71. O=C(CS(=O)(=O)c1ccccc1)Nc1ccc(N2CCOCC2)cc1
72. CN(C)CCNC(=O)c1sc2nc(-c3ccccc3)cc(C(F)(F)F)c2c1N
entry no.,67,68,69,70,71,72
H37Rv inhibition,-6%,2%,1%,0%,-7%,27%
PhoP GFP inhibition,3%,-7%,1%,-12%,-1%,-10%
H1N1 NS1A inhibition,2%,-5%,9%,-16%,-18%,18%
VEEV TC-83 Vero,0.7%,i,1.4%,2.2%,2.9%,4.0%
M. tuberculosis,-4%,-4%,-4%,4%,-10%,?

73. Nc1cc(N)nc(SCc2nnnn2-c2ccc(Cl)cc2)n1
74. COC(=O)c1ccc(C(=O)OC)c(NC(=O)CSc2n[nH]c(N)n2)c1
75. O=C(COC(=O)C1Cc2ccccc2CN1C(=O)c1ccccc1)Nc1ccc(SC(F)F)cc1 (stereo not drawn)
76. Cc1cccc(COC(=O)CCCNC(=O)c2ccc(Cl)cc2)c1
77. CC(=O)c1ccc(NC(=O)Nc2cccc3ccccc23)cc1
78. Cc1ccc2c(C)c(C(=O)N(C)C(C)c3ccncn3)oc2c1C (stereo not drawn)
entry no.,73,74,75,76,77,78
H37Rv inhibition,1%,4%,4%,37%,-10%,-2%
PhoP GFP inhibition,-7%,/,-9%,/,-4%,-17%
H1N1 NS1A inhibition,-3%,-17%,-1%,-10%,-1%,-9%
VEEV TC-83 Vero,i,3.1%,1.5%,0.8%,2.2%,2.1%
M. tuberculosis,-11%,-4%,-3%,?,0%,2%

Fetched one by one from the list above:
77. CC(=O)c1ccc(NC(=O)Nc2cccc3ccccc23)cc1
76. Cc1cccc(COC(=O)CCCNC(=O)c2ccc(Cl)cc2)c1
73. Nc1cc(N)nc(SCc2nnnn2-c2ccc(Cl)cc2)n1
75. O=C(COC(=O)C1Cc2ccccc2CN1C(=O)c1ccccc1)Nc1ccc(SC(F)F)cc1 (stereo not drawn)
entry no.,77,76,73,75
H37Rv inhibition,-10%,37%,1%,4%
PhoP GFP inhibition,-4%,/,-7%,-9%
H1N1 NS1A inhibition,-1%,-10%,-3%,-1%
VEEV TC-83 Vero,2.2%,0.8%,i,1.5%
M. tuberculosis,0%,?,-11%,-3%
